HTRA1 inh: HTRA1 serine protease inhibitors, primary screen, biochemical, fluorescence polarization, HTS; Q92743; recombinant HTRA1, FP-rhodamine activity-based probe; inhibition, % at 5.96 µM; 340,000 compounds, 0.5% hits; in the data active = inhibition above about 36%;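 also: 0% = enzyme with DMSO and 100% = wells lacking enzyme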
rCAG RNA binder: binders of r(CAG) RNA repeats, primary screen, biochemical, fluorescence; r(CAG) RNA repeat, TO-PRO-1 dye displacement fluorescence; inhibition, % at 3 µM; 370,000 compounds, 1.3% hits; AID 651821, 2012;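 active = inhibition above the plate cutoff, the mean of all test compounds on that plate plus 3 SD, cut at about 35% in these data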;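 also: 0% = DMSO alone and 100% = 100 µM mitoxantrone as full dye displacement; higher means more dye released from RNA so lower well fluorescence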
LEDGF integ inh: blockers of LEDGF/p75-dependent integrase strand transfer – biochemical, TR-FRET, high throughput, primary screen | TR-FRET IN-LEDGF/p75 DNA integration, Eu/Cy5 | inhibition, % at 3.7 µM | 370,000 compounds, 0.64% hits;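 active = inhibition above the screen-wide mean plus 3 SD, cut at about 13% in these data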;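 also: signal is the Cy5 over europium emission ratio at 671 and 618 nm; 0% = plate median of compound wells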
mABHD4 FP: ABHD4 inhibitors, primary screen, biochemical, fluorescence polarization, mouse | AID 720543, 2013 | inhibition, % at 8.92 µM | purified mABHD4, FP-Rh probe fluorescence polarization | (Lyso)-N-acylphosphatidylethanolamine lipase (Mus musculus), Q8VD66 | 370,000 compounds, 0.54% hits;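 active = inhibition exceeding the mean over every tested compound plus 3 SD, cut at about 30% in these data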;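 also: 0% = plate median of compound wells and 100% = S159A mutant with DMSO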
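Test system: mABHD4 protein; Read-out basis: % inhibition; Incubation: 45 min + 60 min at 25 °C; Repeats: single replicate; Technique: fluorescence polarization with parallel and perpendicular emission, 525/598 nm; Compound: 8.92 µM, single dose; Benchmarks: full inhibition S159A mutant plus DMSO, zero as sample-well median.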
NR1D1 modulator: modulators of Rev-erb alpha DNA binding, primary screen, biochemical, FITC-DNA, fluorescence polarization, uHTS; Nuclear receptor subfamily 1 group D member 1 (Homo sapiens), P20393; Rev-erbα–FITC-DNA binding, 90 min; activity, % at 10 µM; 370,000 compounds, 0.79% hits; AID 1259318, 2017;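 active = activity above about 14%, limit read from the data; passing the limit was not always enough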;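 also: 0% = DMSO wells with 35 nM protein and 100% = DMSO wells with 750 nM protein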
PRMT1 FP inh: PRMT1 methyltransferase inhibitors, primary screen, biochemical, fluorescence polarization. recombinant PRMT1, activity-based probe fluorescence polarization. inhibition, % at 2.79 µM. 370,000 compounds, 1.3% hits;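 active = inhibition above about 21% made by adding two undisclosed values, limit read from the data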
Target sequence (Q99873 whole entry, looked up): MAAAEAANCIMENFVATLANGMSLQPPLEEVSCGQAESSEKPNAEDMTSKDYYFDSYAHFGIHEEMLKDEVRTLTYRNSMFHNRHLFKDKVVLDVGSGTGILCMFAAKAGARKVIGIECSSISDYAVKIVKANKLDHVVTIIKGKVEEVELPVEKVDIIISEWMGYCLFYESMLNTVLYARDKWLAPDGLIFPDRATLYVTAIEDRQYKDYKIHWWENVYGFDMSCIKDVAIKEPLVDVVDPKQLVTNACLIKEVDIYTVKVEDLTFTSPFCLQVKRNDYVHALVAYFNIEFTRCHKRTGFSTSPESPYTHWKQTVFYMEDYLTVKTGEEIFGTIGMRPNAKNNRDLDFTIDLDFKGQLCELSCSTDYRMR
SIAE inh: human SIAE inhibitors, primary screen, biochemical, fluorescence polarization, FP-Rh probe, 1536-well HTS | Sialate O-acetylesterase (Homo sapiens), Q9HAT2 | SIAE FP-Rh probe binding | inhibition, % at 9.66 µM | 370,000 compounds, 0.69% hits;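 active = inhibition above a cutoff: mean of compounds within the control limits plus 3 SD of those, cut at about 17% in these data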;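 also: 0% = plate median of compound wells and 100% = probe without SIAE protein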
Target sequence (Q9HAT2 whole entry, looked up): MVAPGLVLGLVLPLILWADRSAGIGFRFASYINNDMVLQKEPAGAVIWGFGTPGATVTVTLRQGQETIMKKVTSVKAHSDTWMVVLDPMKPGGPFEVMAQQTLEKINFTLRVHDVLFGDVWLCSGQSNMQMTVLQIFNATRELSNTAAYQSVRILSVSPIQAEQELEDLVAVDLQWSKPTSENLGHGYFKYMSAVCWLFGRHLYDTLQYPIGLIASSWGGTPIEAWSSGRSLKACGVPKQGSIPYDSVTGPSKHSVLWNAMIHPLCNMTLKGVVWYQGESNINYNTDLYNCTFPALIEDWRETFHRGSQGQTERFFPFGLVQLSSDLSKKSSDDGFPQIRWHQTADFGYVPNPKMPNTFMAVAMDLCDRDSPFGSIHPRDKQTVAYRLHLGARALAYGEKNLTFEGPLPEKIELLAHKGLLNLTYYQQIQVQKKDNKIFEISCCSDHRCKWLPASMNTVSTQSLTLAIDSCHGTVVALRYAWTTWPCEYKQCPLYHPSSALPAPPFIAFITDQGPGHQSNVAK
TCR-CD3 inh: inhibitors of human TCR-CD3 interaction, primary screen, biochemical, fluorescence, TAMRA-labeled TCR probe; AID 651800, 2012; inhibition, % at 9.4 µM; 360,000 compounds, 0.37% hits; in the data active = inhibition above about 19%;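 also: recombinant mutant TCR 2C K166C tagged with TAMRA read by polarization; 0% = receptor in buffer alone and 100% = receptor with positive control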
PG9 Ab binder: binders of HIV-1 gp120 antibody PG9, primary screen, biochemical, TR-FRET. TR-FRET gp120-PG9 antibody binding. HIV-1 gp120 / PG9 antibody interaction. AID 624416, 2012. 360,000 compounds, 0.43% hits. inhibition, % at 6.7 µM; in the data active = inhibition above about 8.5%
TDP2 absorb: human TDP2 enzyme inhibitors, primary screen, biochemical, epi absorbance, recombinant enzyme. T5PNP hydrolysis, p-nitrophenol absorbance 415 nm. inhibition, % at 12.8 µM. 370,000 compounds, 0.34% hits. AID 720702, 2013;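 active = inhibition above the mean of all tested compounds plus 3 SD, set per campaign, cut at about 25% in these data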;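 also: 0% = DMSO with enzyme and 100% = buffer with substrate but no TDP2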
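Assay system: recombinant human TDP2 / Reagent: T5PNP substrate at 5 mM, a TopII-DNA adduct mimic / Measured by: epi absorbance from released p-nitrophenol / Evaluation: % inhibition relative to enzyme-containing and enzyme-free wells / Control set: enzyme-free and DMSO wells / Replicates: each compound tested once, singlicate / Schedule: enzyme reaction with compound for 2 h at 37 °C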
* = called active by the depositor; . = no result given.

The line under a structure holds: HTRA1 inh	rCAG RNA binder	LEDGF integ inh	mABHD4 FP	NR1D1 modulator	PRMT1 FP inh	SIAE inh	TCR-CD3 inh	PG9 Ab binder	TDP2 absorb
- CC(=O)NC(Cc1ccc(C(C)C)cc1)C(=O)NC1CCN(c2nc(C)cc(C)n2)CC1 (configuration not stated)
  -6	-2	-1	-8	2	1	-3	-2	-1.7	10
- O=C(NN1C(=O)C2C(C1=O)C1C=CC2C12CC2)c1ccc(Cl)cc1 (configuration not stated)
  4	-2	-3	-4	0	7	-3	-6	-0.7	2
- Nc1cc(OC(=O)c2ccc(F)cc2)nn1S(=O)(=O)c1ccc(F)cc1
  13	-2	2	4	-1	5	0	-1	0.4	-11
- O=C(CSc1nc2ccccc2c(=O)n1-c1ccccc1)N1CCc2ccccc2C1
  -17	-2	0	-6	-2	1	-3	3	-1.0	4
- CCCc1nc2ccc(C)cn2c1Cc1ccccc1C(F)(F)F
  .	1	0	4	-5	3	-1	3	-1.3	5
- COc1ccc(OC)c2[nH]c(=O)c(CCNC(=O)C(=O)c3c[nH]c4ccccc34)cc12
  -3	3	2	1	-16	-3	11	-4	-0.6	5
- CC1(C(=O)NS(=O)(=O)c2cccc(F)c2)CCN1C(=O)C1(c2ccc(Cl)cc2)CCC1 (configuration not stated)
  .	42*	0	-3	-8	1	5	-2	-1.4	-6
- COc1ccc(NC(=S)NNC(=O)Cn2nc(C(F)F)cc2C(F)F)cc1
  5	4	3	10	-3	-4	2	0	-3.0	-6
- CC(NC(=O)COc1ccccc1)C(=O)N1CCN(c2ccccc2)CC1 (configuration not stated)
  2	1	1	-9	6	8	-6	-5	2.8	-1
- CCOc1ccc2oc(C(=O)N(CC)CC(=O)Nc3c(F)cccc3F)c(C)c2c1
  -7	8	2	-3	-4	3	2	-3	1.3	1
- COc1ccc(NC(=O)N2CCC(O)(c3cccnc3)CC2)c(OC)c1
  4	-4	0	6	-4	2	3	1	-0.8	11
- Cc1ccc2[nH]c(O)c(N=NC(=O)c3ccc(NS(=O)(=O)c4cccs4)cc3)c2c1
  6	11	-1	10	-30	1	-26	8	-0.1	7
- CC(C)c1ccc(NC(=O)NCc2ccc3c(c2)OCO3)cc1
  -5	2	-1	-1	6	2	-4	-2	0.4	4
- CCOC(=O)Cn1nnnc1C(CC)N(Cc1cc2ccc(C)cc2[nH]c1=O)C1CCCC1 (configuration not stated)
  -4	4	3	2	2	13	8	1	0.6	3
- Cc1noc(C)c1NC(=O)N(C)C[C@@H]1Oc2ccc(NC(=O)CCC(F)(F)F)cc2CC(=O)N([C@@H](C)CO)C[C@@H]1C
  2	-2	1	6	2	0	-1	0	0.5	0
- O=C(COc1ccc2ccccc2c1)N1CCN(c2ccccc2)CC1
  2	1	1	-1	-3	-1	2	5	0.9	3
- O=C(C1CCCCN1S(=O)(=O)c1ccccc1)N1CCN(C(c2ccccc2)c2ccccc2)CC1 (configuration not stated)
  -23	7	2	-16	-2	3	-10	2	3.9	1
- CCOC(=O)N1CCC(NC(=O)c2ccc(CS(=O)(=O)c3c(Cl)cccc3Cl)o2)CC1
  -2	1	2	1	-1	-1	0	3	-1.5	2
- S=C(NCCCNC(=S)Nc1ccccc1)Nc1ccccc1
  -3	4	5	-6	3	0	7	-4	-1.7	-12
- CC1(C(=O)NS(=O)(=O)c2cccc(Cl)c2)CCN1C(=O)C1CCCCC1 (configuration not stated)
  .	6	3	-4	0	-3	-5	2	0.7	10
- C=CCN1C(=O)[C@]2(OCCC=C[C@H]2C)c2cc(OC)ccc21
  .	-1	-2	5	0	1	-2	-1	0.3	-3
- CC1CCc2c(sc3ncnc(NCCN4CCOCC4)c23)C1 (configuration not stated)
  2	2	-2	4	7	0	1	-13	-0.2	1
- Cc1c(/C=N/NC(=O)c2cccnc2)cc(C#N)n1C
  4	2	0	-2	-9	1	-2	-5	0.9	4
- O=C(NCc1ccc(F)cc1)C(=O)c1cn(CC(=O)N2CCCC2)c2ccccc12
  -6	-2	3	5	-7	0	-6	-1	-2.1	7
- COc1ccc(CN(C)C(=O)c2ccc(COc3ccccc3)cc2)c(OC)c1
  -40	3	2	-9	-3	-6	-2	2	-1.3	-9
- COc1ccc(-c2nc(C#N)c(N3CCN(C(=O)c4ccco4)CC3)o2)cc1OC
  7	1	4	-7	5	0	11	4	-0.6	-7
- Cc1cccc(NC(=O)CCNS(=O)(=O)c2cccc3nonc23)c1
  -1	-2	-3	-5	3	2	-12	-5	1.2	0
- CCC(C)Oc1cc(-c2ccnc(Nc3cccc(Cl)c3)n2)ccn1 (configuration not stated)
  -34	17	-1	-8	-2	-3	-6	2	-1.0	0
- CN(CCCn1ccc(NC(=O)OCc2ccccc2)nc1=O)Cc1ccco1
  -6	-2	2	-1	-7	-5	8	4	0.8	-2
- CC(=O)OC(C(=O)NCCc1ccccc1)c1cccnc1 (configuration not stated)
  1	0	2	7	5	1	-4	-7	1.3	-6

Some entries already given, reduced to HTRA1 inh and PG9 Ab binder.
canonical_smiles | HTRA1 inh | PG9 Ab binder
Cc1c(/C=N/NC(=O)c2cccnc2)cc(C#N)n1C | 4 | 0.9
O=C(NCc1ccc(F)cc1)C(=O)c1cn(CC(=O)N2CCCC2)c2ccccc12 | -6 | -2.1

(cont.)
The line under a structure holds: HTRA1 inh	rCAG RNA binder	LEDGF integ inh	mABHD4 FP	NR1D1 modulator	PRMT1 FP inh	SIAE inh	TCR-CD3 inh	PG9 Ab binder	TDP2 absorb
- O=C(Oc1ccc[nH]c1=O)c1cc([N+](=O)[O-])cc([N+](=O)[O-])c1
  15	1	-1	10	-3	0	1	-4	-0.8	12
- COc1ccc(S(=O)(=O)N(C)C)cc1NCC(=O)Nc1ccc(F)cc1F
  7	-1	-2	-3	-7	-1	1	2	-0.3	-1
- CC(=O)Nc1cc(-c2cccc(NS(C)(=O)=O)c2)cn2c(-c3ccccc3)cnc12
  .	14	1	-5	-5	1	-3	-2	-1.5	2
- Cc1cccc(NC(=O)CO/N=C/c2ccc3c(c2)OCO3)c1
  -17	-2	-1	-8	0	-2	13	3	-2.4	6
- Cc1noc(C)c1-c1ccc(C(=O)NCc2cccc(Cl)c2)c2occc12
  .	2	-4	-11	0	-1	0	5	-1.6	4
- COc1cc(C(=O)NCC(=O)N/N=C/c2cccs2)cc(OC)c1OC
  2	-1	-1	4	-1	4	7	-9	-0.5	-4
- COc1ccccc1C1(CC(=O)O)CCOC(C(C)C)C1 (configuration not stated)
  2	0	2	1	0	2	-3	5	-0.7	1
- COc1ccc(CCN2C(=O)N(c3ccc(OC)cc3)C(=O)C2CC(=O)Nc2ccc(OC)cc2)cc1 (configuration not stated)
  -6	9	-2	4	0	6	-10	-8	1.6	-1
- O=c1c2ccccc2oc2ccc(NCCCn3ccnc3)cc12
  9	-5	0	4	-1	-2	3	2	-3.5	0
- O=C(Nc1ccc(N2CCOCC2)cc1N1CCOCC1)c1ccco1
  -1	-4	3	8	-5	1	1	1	-0.8	0
- CCn1c(NC(=O)C2CCCCC2)nc2ccccc21
  0	-2	13	-6	-2	0	2	3	0.1	-2
- CSCCC(NC(=O)c1ccc(Cl)c([N+](=O)[O-])c1)C(=O)N1CCN(C/C=C/c2ccccc2)CC1 (configuration not stated)
  -12	-1	2	-2	4	-1	-6	8	-1.0	4
- CCN(CC(=O)NCC1CCCO1)S(=O)(=O)c1ccc(Cl)cc1 (configuration not stated)
  7	-4	-4	4	5	-2	-1	-4	-0.7	-1
- O=C(COC(=O)c1ccccc1NCCO)NCCc1ccccc1
  -7	-2	1	1	3	1	2	3	1.0	3
- COc1ccc(CC(=O)NC2CCN(CC(=O)Nc3ccc4c(c3)OCCO4)CC2)cc1OC
  4	-1	1	0	5	-1	-24	5	-0.6	-8
- COc1ccc(Nc2nc(C(=O)NCCCN3CCOCC3)cs2)cc1
  0	-5	-1	2	-3	5	-1	1	-2.8	11
- CCc1noc(C)c1C(=O)N(CC(C)C)c1c(N)n(Cc2ccccc2)c(=O)[nH]c1=O
  -2	0	-1	3	2	-1	-1	1	2.4	10
- COCC(=O)OCC(=O)N1N=C(c2ccc(Cl)cc2)CC1c1ccco1 (configuration not stated)
  -7	-4	4	-5	0	-4	5	1	-2.1	-23
- O=C(CCCCCN1C(=O)c2cccc3cccc(c23)C1=O)N1CCOCC1
  9	7	-1	0	0	-1	0	7	-1.3	2

Among those listed so far, these contain a furan ring, fused or not:
The line under a structure holds: HTRA1 inh	rCAG RNA binder	LEDGF integ inh	mABHD4 FP	NR1D1 modulator	PRMT1 FP inh	SIAE inh	TCR-CD3 inh	PG9 Ab binder	TDP2 absorb
- CCOc1ccc2oc(C(=O)N(CC)CC(=O)Nc3c(F)cccc3F)c(C)c2c1
  -7	8	2	-3	-4	3	2	-3	1.3	1
- CCOC(=O)N1CCC(NC(=O)c2ccc(CS(=O)(=O)c3c(Cl)cccc3Cl)o2)CC1
  -2	1	2	1	-1	-1	0	3	-1.5	2
- COc1ccc(-c2nc(C#N)c(N3CCN(C(=O)c4ccco4)CC3)o2)cc1OC
  7	1	4	-7	5	0	11	4	-0.6	-7
- CN(CCCn1ccc(NC(=O)OCc2ccccc2)nc1=O)Cc1ccco1
  -6	-2	2	-1	-7	-5	8	4	0.8	-2
- Cc1noc(C)c1-c1ccc(C(=O)NCc2cccc(Cl)c2)c2occc12
  .	2	-4	-11	0	-1	0	5	-1.6	4
- O=C(Nc1ccc(N2CCOCC2)cc1N1CCOCC1)c1ccco1
  -1	-4	3	8	-5	1	1	1	-0.8	0
- COCC(=O)OCC(=O)N1N=C(c2ccc(Cl)cc2)CC1c1ccco1 (configuration not stated)
  -7	-4	4	-5	0	-4	5	1	-2.1	-23

Screening data: PubChem, several laboratories

This is a subset (hit frequency here may not be typical).
